FLuc modulator – counter-screen for miR-21 project: firefly luciferase inhibitors or activators; AID 588342; P08659; purified FLuc, Km substrates, luminescence inhibition; Potency, µM (top dose mostly 57.5 µM), for the others: at the top dose activity change, negative = inhibition, hits mostly inhibitors; actives 6.9% (n = 360,000);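 also: potency is read from the fitted curve at half-maximal effect; plate controls were vehicle for no effect and reference inhibitor for full effect; nearly all actives have a fitted effect of over 55% in size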
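Purified P. pyralis luciferase (10nM final) with 10uM D-luciferin and 10uM ATP (Km levels) in 50mM Tris acetate pH 7.5, 10mM Mg acetate, 0.01% Tween-20, 0.05% BSA; qHTS 6-point titration, ~60 µM downward; luminescence read.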
uPA generation – inhibitors of cell surface uPA generation; cell surface uPA generation assay, qHTS; Potency, µM (series often up to 38.3 µM), for the others: top-dose activity change, negative = inhibition, hits mostly inhibitors; actives 0.31% (n = 330,000); active = well fitted inhibition curve with a large enough effect; inconclusive = small, poorly fitted or top-dose-only effect; inactive = no such curve, though single readings can be large or run the other way; tested in mouse RAW 264.7 cells; also: potency is read from the fitted curve at half-maximal effect; % is scaled to controls: 0 for no effect and ±100 for the full control effect; nearly all actives have a fitted effect of over 55% in size
Tb PFK block – inhibitors of T. brucei phosphofructokinase. actives 0.17% (n = 330,000). AID 485367. T. brucei PFK, ADP-Glo luminescence. O15648. Potency, µM (doses to about 57.5 µM), without a hit: at the top dose activity, negative = inhibition, actives largely listed as inhibitors;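 also: potency is read from the fitted curve at half-maximal effect; 0% = uninhibited 1x PFK enzyme wells and -100% = no-enzyme wells; nearly all actives have a fitted effect of over 60% in size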
Target sequence (O15648 whole entry, looked up): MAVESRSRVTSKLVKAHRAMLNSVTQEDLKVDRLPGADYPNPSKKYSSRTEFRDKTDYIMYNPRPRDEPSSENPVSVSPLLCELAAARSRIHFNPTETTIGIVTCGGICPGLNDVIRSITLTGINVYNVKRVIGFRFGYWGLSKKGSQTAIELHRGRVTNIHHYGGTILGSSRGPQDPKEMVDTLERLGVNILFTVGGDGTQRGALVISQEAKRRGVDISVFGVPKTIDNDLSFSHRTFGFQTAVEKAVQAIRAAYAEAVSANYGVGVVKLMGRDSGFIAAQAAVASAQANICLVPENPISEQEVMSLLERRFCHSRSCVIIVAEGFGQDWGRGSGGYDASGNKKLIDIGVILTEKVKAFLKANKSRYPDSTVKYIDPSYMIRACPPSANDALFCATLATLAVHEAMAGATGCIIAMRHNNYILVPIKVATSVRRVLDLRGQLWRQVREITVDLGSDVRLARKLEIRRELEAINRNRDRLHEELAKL
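In TEA buffer at pH 8.0 with 5 mM MgCl2, enzyme (1.25 nM) converted F6P (0.5 mM) and ATP (0.1 mM) for 45 min at room temperature. ADP product was read by luciferase luminescence.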
Rab9 promoter act – Rab9 promoter activation | Huh7 Rab9 promoter-luciferase reporter, luminescence, 24 h | Potency, µM (series often up to 9.22 µM), for the others: at the highest dose activation, negative = inhibition, most hits filed as activators | actives 2.8% (n = 320,000) | AID 485297; also: potency is read from the fitted curve at half-maximal effect; % of control where 0% means no effect; nearly all actives have a fitted effect of over 60% in size
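Using Huh7 cells stably transfected with Rab9 promoter–luciferase, compounds were incubated 24 h at 37 °C, 5% CO2; luciferase luminescence was read 10 min after reagent addition.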
RORgamma inh – ROR gamma (mouse) transcription inhibition; P51450; Drosophila S2 Gal4-RORgamma UAS-luciferase reporter, 20 h; Potency, µM (titrated, usually from 53.6 µM), for the others: at the top dose activity change, negative = inhibition, actives largely listed as inhibitors; actives 5.4% (n = 310,000); AID 2551; also: potency is read from the fitted curve at half-maximal effect; % is scaled to controls: 0 for no effect and ±100 for the full control effect; nearly all actives have a fitted effect of over 60% in size
Target sequence (P51450 whole entry, looked up, the tested form may be a part): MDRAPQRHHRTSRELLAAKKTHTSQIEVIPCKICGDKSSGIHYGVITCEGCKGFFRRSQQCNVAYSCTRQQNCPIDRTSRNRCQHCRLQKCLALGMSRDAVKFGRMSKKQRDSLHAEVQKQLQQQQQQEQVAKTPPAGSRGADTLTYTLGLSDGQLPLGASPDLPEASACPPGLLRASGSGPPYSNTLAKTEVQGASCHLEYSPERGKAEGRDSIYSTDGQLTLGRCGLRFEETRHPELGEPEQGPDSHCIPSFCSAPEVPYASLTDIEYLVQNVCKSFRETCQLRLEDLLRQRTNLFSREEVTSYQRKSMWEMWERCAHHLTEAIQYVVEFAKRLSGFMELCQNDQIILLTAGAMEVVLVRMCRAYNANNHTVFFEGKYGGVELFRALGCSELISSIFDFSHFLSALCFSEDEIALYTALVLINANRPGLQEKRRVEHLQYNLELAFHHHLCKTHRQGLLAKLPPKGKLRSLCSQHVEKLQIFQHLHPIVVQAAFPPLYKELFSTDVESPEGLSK
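Stable Schneider cell line, Gal4 DNA-binding domain fused to ROR gamma, UAS-luciferase. Cmpd 1 hr RT → CuSO4 700 uM final → 20 hr RT → luciferase reagent 10 min → luminescence.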
Gal4-VP16 FLuc – inhibits Gal4-VP16 luciferase reporter, ROR gamma counter-screen | actives 3.5% (n = 310,000) | Potency, µM (doses to about 53.6 µM), for inactives: at the top dose activity, negative = inhibition, usual class: inhibitors | Drosophila S2 Gal4-VP16 UAS-luciferase, luminescence, 20 h;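 also: Gal4-VP16 expression switched on by copper sulfate through the metallothionein promoter; potency is read from the fitted curve at half-maximal effect; % is scaled to controls: 0 for no effect and ±100 for the full control effect; nearly all actives have a fitted effect of over 50% in size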
FBPA coupling cs – coupling enzyme interference in Giardia aldolase counter-screen | coupling enzyme system counterscreen, AmpLite Red fluorescence | activity change, negative = inhibition, % at 58.2 µM, hits read low | actives 0.67% (n = 290,000) | AID 2472; in the data active = activity change below about -30%; also: % is scaled to controls: 0 for no effect and ±100 for the full control effect
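Counterscreen lacking aldolase: glyceraldehyde-3-phosphate coupling-enzyme reagent preincubated 10 min at RT with compound (at 57.5 uM final), then substrate/coupling system with AmpLite Red added; fluorescence read at 525/598 nm after 20 min RT.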
ELG1 genotox – inducers of genotoxicity in HEK293T ELG1-luciferase cells; HEK293T ELG1-luciferase reporter, luminescence, 16 h; Potency, µM (highest dose often 46 µM), without a hit: top-dose activity change, positive = activation, most hits filed as activators; actives 1.3% (n = 330,000); AID 504466; also: potency is read from the fitted curve at half-maximal effect; % of control where 0% means no effect; nearly all actives have a fitted effect of over 60% in size
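ELG1-luciferase HEK293T cells, 2,000/well; compound pinned in; 16 hr, 37 °C, 5% CO2; ONE-Glo, 30 min RT; luminescence on CCD imager.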
Giardia killer – kills Giardia lamblia; activity change, % at 7.66 µM, hits read low; actives 0.15% (n = 340,000); Giardia lamblia trophozoite viability; AID 540267; in the data active = activity change below about -80%; inconclusive = between about -30% and that limit;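 also: parasites exposed to compound for two days anaerobically before the ATP read; % is scaled to controls: 0 for no effect and ±100 for the full control effect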
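Giardia trophozoites, 100 cells per well, were exposed to compounds for 48 hrs at 37 deg C under anaerobic conditions; viability was then read as ATP content by bioluminescence after 15-30 min at room temperature.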
NPC1 promoter act – activates the NPC1 promoter. actives 2.4% (n = 320,000). Huh7 NPC1 promoter luciferase reporter, 24 h. Potency, µM (series often up to 9.22 µM), without a hit: at the top dose activation, usual class: activators. AID 485313;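 also: potency is read from the fitted curve at half-maximal effect; % of control where 0% means no effect; nearly all actives have a fitted effect of over 60% in size; reporter is driven by a mutant NPC1 promoter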
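Luminescence from an NPC1 promoter-driven luciferase reporter in stably transfected Huh7 cells was measured after 24 h compound treatment at 37 °C, followed by 10 min ambient incubation with luciferase detection reagent.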
KCNH2 3.1 inh – inhibitors of human KCNH2 3.1 potassium channel isoform. U2OS KCNH2 3.1, thallium flux FluxOr; stronger effect = lower value. activity change, % (tested at about 1.8 µM). actives 0.95% (n = 340,000);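 active = maximum activity change below -70%; inconclusive = maximum activity change from -70% to -50%; inactive = maximum activity change above -50%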;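 also: thallium influx rate constant from kinetic fluorescence after stimulation buffer; % is scaled to controls: 0 for no effect and ±100 for the full control effect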
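Thallium flux via FluxOr fluorescence (Red40 quencher, 45 min loading) in U2OS cells virally expressing the KCNH2 3.1 isoform (1.77 x 10^8 /mL virus, overnight at 37 C). Rate constants from 2-min kinetic reads post-stimulation, normalised to positive and negative controls.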
Active calls of the source: *; & = joins results of further samples; [ ] = dose if it differs, or a comment. Unless noted, calls follow the shape of the dose curve; as a rule, active = well fitted curve in the direction sought with a large enough effect; inconclusive = small, poorly fitted or top-dose-only effect, or another doubt; inactive = no such curve, though single readings can be large; an effect the other way counts as inactive or inconclusive.

For CCOC(=O)C1CCN(c2ncnc3nc[nH]c23)CC1 the results were FLuc modulator 1%, uPA generation inconclusive, Tb PFK block 10%, Rab9 promoter act 1%, RORgamma inh -13%, Gal4-VP16 FLuc -3%, FBPA coupling cs 1, ELG1 genotox 0%, Giardia killer 14, NPC1 promoter act -2% and KCNH2 3.1 inh 16.
`O=C(CC1CCCC1)Nc1ccc2c(c1)CCC2` gave FLuc modulator 13µM*, uPA generation 10%, Tb PFK block 5%, Rab9 promoter act 3.5µM*, RORgamma inh 27%, Gal4-VP16 FLuc inconclusive, FBPA coupling cs 0, ELG1 genotox inconclusive, Giardia killer 4, NPC1 promoter act 2.5µM* and KCNH2 3.1 inh -24.
Screening N=c1c2c3c(sc2ncn1N)CCC3 returned FLuc modulator 2%, uPA generation 14%, Tb PFK block -3%, Rab9 promoter act -3%, RORgamma inh -37%, Gal4-VP16 FLuc -9%, FBPA coupling cs 0, ELG1 genotox 0%, Giardia killer -5, NPC1 promoter act -2% and KCNH2 3.1 inh 22.
For S=c1nc(-c2ccccc2)n(CCCN2CCOCC2)c2c1CCCC2 the results were FLuc modulator -1%, uPA generation -2%, Tb PFK block 3%, Rab9 promoter act -2%, RORgamma inh inconclusive, Gal4-VP16 FLuc -6%, FBPA coupling cs 0, ELG1 genotox 4%, Giardia killer 1, NPC1 promoter act 0% and KCNH2 3.1 inh -10.
C[C@@H](C(=O)N[C@@H](Cc1c[nH]c2ccccc12)C(=O)O)n1nnc2ccccc2c1=O was read as FLuc modulator 5%, uPA generation -6%, Tb PFK block 1%, Rab9 promoter act -4%, RORgamma inh -1%, Gal4-VP16 FLuc -5%, FBPA coupling cs -2, ELG1 genotox -4%, Giardia killer -10, NPC1 promoter act -4% and KCNH2 3.1 inh -31.
`Cc1ccc(C(C)C)cc1OCCOCCN1CCCC1` gave FLuc modulator 3%, uPA generation -3%, Tb PFK block -3%, Rab9 promoter act 1%, RORgamma inh -20%, Gal4-VP16 FLuc 3%, FBPA coupling cs -1, ELG1 genotox -10%, Giardia killer 9, NPC1 promoter act -2% and KCNH2 3.1 inh -10.
O=C(c1cnccn1)N(Cc1ccco1)C1(C(=O)NC2CCCCC2)CCCCC1 was read as FLuc modulator 1%, uPA generation -1%, Tb PFK block 4%, Rab9 promoter act -4%, RORgamma inh 18%, Gal4-VP16 FLuc 21%, FBPA coupling cs -1, ELG1 genotox -4%, Giardia killer 1, NPC1 promoter act -2% and KCNH2 3.1 inh -2.
CC(OC(=O)Cn1cnc2c1c(=O)n(C)c(=O)n2C)C(=O)NC(C)c1ccc(Cl)cc1Cl (stereo not given) was read as FLuc modulator 7%, uPA generation 1%, Tb PFK block 1%, Rab9 promoter act 0%, ELG1 genotox 0%, Giardia killer -3, NPC1 promoter act -6% and KCNH2 3.1 inh 1.
`O=C(NN1CCOCC1)c1cnn2c(C(F)F)cc(-c3ccccc3)nc12` gave FLuc modulator -2%, uPA generation inconclusive, Tb PFK block 0%, Rab9 promoter act -14%, RORgamma inh 21%, Gal4-VP16 FLuc -17%, FBPA coupling cs -1, ELG1 genotox 0%, Giardia killer 16, NPC1 promoter act -9% and KCNH2 3.1 inh 0.
COc1ccc(CN(C)CC(=O)Nc2cccc(S(=O)(=O)N3CCCC3)c2)cc1F was read as uPA generation 4%, Tb PFK block -1%, ELG1 genotox -5%, Giardia killer 31[activator] and KCNH2 3.1 inh -7.
For CCn1c(CSCc2ccc(F)cc2)nnc1SCC(=O)N1CCN(c2ccccc2)CC1 the results were FLuc modulator 1%, uPA generation -9%, Tb PFK block -3%, Rab9 promoter act -1%, RORgamma inh -24%, Gal4-VP16 FLuc -2%, FBPA coupling cs 0, ELG1 genotox -5%, Giardia killer 23, NPC1 promoter act 5% and KCNH2 3.1 inh 0.
`O=C1CCCN2N=C(SCC(=O)N3N=C(c4ccc(Br)cc4)CC3c3ccc(F)cc3)SC2=N1` (stereo not given) gave FLuc modulator 4%, uPA generation -3%, Tb PFK block 1%, Rab9 promoter act -2%, RORgamma inh 26%, Gal4-VP16 FLuc -11%, FBPA coupling cs -1, ELG1 genotox -7%, Giardia killer 1, NPC1 promoter act -3% and KCNH2 3.1 inh -29.
Screening CCN(CC1CCCN(CCc2cccc(OC)c2)C1)C(=O)c1ccoc1C (stereo not given) returned FLuc modulator 1%, uPA generation 0%, Tb PFK block -3%, Rab9 promoter act -1%, RORgamma inh 0%, Gal4-VP16 FLuc -1%, ELG1 genotox -4%, Giardia killer 10 and NPC1 promoter act 3%.
`CCCN(CCC)CCNC(=O)c1cc2c(-c3ccccc3F)nn(C)c2s1` gave FLuc modulator 0%&2%, uPA generation -11%, Tb PFK block 1%, Rab9 promoter act -5%, RORgamma inh 14%, Gal4-VP16 FLuc 8%, FBPA coupling cs 4, ELG1 genotox -4%, Giardia killer 8, NPC1 promoter act -3% and KCNH2 3.1 inh 17.
For COc1ccc(C(=O)Cn2c(NCCO)nc3ccccc32)cc1OC the results were FLuc modulator 2%, uPA generation -1%, Tb PFK block -2%, Rab9 promoter act -3%, RORgamma inh -3%, Gal4-VP16 FLuc 2%, FBPA coupling cs 7, ELG1 genotox 0%, Giardia killer 6, NPC1 promoter act -3% and KCNH2 3.1 inh -18.
Screening COc1ccc(NC(=O)CSc2nnc(Cc3ccccc3)c(=O)n2N)cc1 returned FLuc modulator 3%, uPA generation 8%, Tb PFK block 1%, Rab9 promoter act -4%, ELG1 genotox -1%, Giardia killer 5, NPC1 promoter act -2% and KCNH2 3.1 inh 0.
For COc1ccc(NC(=O)COc2ccccc2Cl)cc1S(=O)(=O)N1CCCCC1 the results were FLuc modulator 3%, uPA generation 3%, Tb PFK block -3%, Rab9 promoter act -7%, ELG1 genotox -8%, Giardia killer 5, NPC1 promoter act 1% and KCNH2 3.1 inh -12.
`CCOC(=O)Cc1cnc(NC(=O)CSc2nc(N)cc(N)n2)s1` gave FLuc modulator -5%, uPA generation -4%, Tb PFK block -6%, Rab9 promoter act 9%, RORgamma inh 39%, Gal4-VP16 FLuc -10%, FBPA coupling cs 1, ELG1 genotox -5%, Giardia killer 1, NPC1 promoter act -2% and KCNH2 3.1 inh 6.
COc1ccc2nc(NS(=O)(=O)c3ccc(NC(C)=O)cc3)sc2c1 was read as FLuc modulator 2%, uPA generation 1%, Tb PFK block 4%, Rab9 promoter act 21%, RORgamma inh 21%, Gal4-VP16 FLuc -4%, FBPA coupling cs 16, ELG1 genotox 2%, Giardia killer -9, NPC1 promoter act 0% and KCNH2 3.1 inh -2.
For CCOc1cccc(/C=N/NC(=S)Nc2ccccc2[N+](=O)[O-])c1O the results were FLuc modulator inconclusive, uPA generation 6.3µM*, Tb PFK block 4%, Rab9 promoter act 1%, RORgamma inh 5µM*, Gal4-VP16 FLuc 11µM*, FBPA coupling cs -2, ELG1 genotox 0.37µM*, Giardia killer 14, NPC1 promoter act 5% and KCNH2 3.1 inh -2.
Cc1cc(O)cc(O)c1-c1onc(C(F)(F)F)c1-c1cscn1 was read as FLuc modulator 1%, uPA generation -2%, Tb PFK block -7%, Rab9 promoter act -9%, RORgamma inh inconclusive, Gal4-VP16 FLuc inconclusive, FBPA coupling cs -7, ELG1 genotox -10%, Giardia killer -25, NPC1 promoter act 1% and KCNH2 3.1 inh -4.
Screening COc1cc(/C=C/C(=O)OCC(=O)NNC(=O)c2cc(Cl)ccc2OC)ccc1O returned uPA generation -4%, Tb PFK block -1%, ELG1 genotox 4%, Giardia killer 7 and KCNH2 3.1 inh -1.
Screening O=C(O)CCc1ccc(S(=O)(=O)Nc2ccccc2C(=O)NCCc2ccccc2)cc1 returned FLuc modulator 19µM*, uPA generation 3%, Tb PFK block 0%, Rab9 promoter act 3.2µM*, RORgamma inh -42%, Gal4-VP16 FLuc 2%, FBPA coupling cs 4, ELG1 genotox inconclusive, Giardia killer -7, NPC1 promoter act 2.2µM* and KCNH2 3.1 inh 2.
For CC(=O)c1cc(C(=O)N2CCc3c([nH]c4ccccc34)C2CC(C)C)[nH]n1 (stereo not given) the results were FLuc modulator -1%, uPA generation 1%, Tb PFK block -1%, Rab9 promoter act -3%, RORgamma inh 35%, Gal4-VP16 FLuc -2%, FBPA coupling cs -2, ELG1 genotox 0%, Giardia killer -13, NPC1 promoter act 2% and KCNH2 3.1 inh 12.
COc1ccc(N2CCC(CNC(=S)Nc3cc(C)ccc3C)C2)cc1 (stereo not given) was read as FLuc modulator 6%, uPA generation 0%, Tb PFK block 5%, Rab9 promoter act -8%, RORgamma inh 1.8µM*, Gal4-VP16 FLuc 10µM*, FBPA coupling cs -3, ELG1 genotox -5%, Giardia killer 3, NPC1 promoter act -3% and KCNH2 3.1 inh -6.
For Cc1ccc(S(=O)(=O)Cc2ccc(C(=O)N3CCN(c4cc(C)ccc4C)CC3)o2)cc1 the results were FLuc modulator 0%, Tb PFK block -10%, Rab9 promoter act -6%, RORgamma inh 11%, Gal4-VP16 FLuc 4%, FBPA coupling cs 1, ELG1 genotox -15%, Giardia killer 11, NPC1 promoter act -18% and KCNH2 3.1 inh 9.

Bioassay records: PubChem, National Center for Advancing Translational Sciences (NCATS)
